High-throughput results (PubChem)
Gal4-VP16 FLuc: inhibits Gal4-VP16 luciferase reporter, ROR gamma counter-screen; Drosophila S2 Gal4-VP16 UAS-luciferase, luminescence, 20 h; Potency, µM (titrated, usually from 53.6 µM), for inactives: top-dose activity, negative = inhibition, usual class: inhibitors; 3.5% of 310,000 active;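 also: Gal4-VP16 expression switched on by copper sulfate through the metallothionein promoter; potency is read from the fitted curve at half-maximal effect; % is scaled to controls: 0 for no effect and ±100 for the full control effect; nearly all actives have a fitted effect of over 50% in size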
TRPV1 agonist: agonists of human vanilloid receptor 1 (TRPV1). activation, % at 8.33 µM. Q8NER1. TRPV1-expressing cells, Fluo-8 calcium influx, agonist mode. 0.19% of 320,000 active. AID 540275; in the data active = activation above about 80%; inconclusive = between about 30% and that limit; also: 0% is about no effect
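Cells expressing TRPV1 were dye-loaded with Fluo-8 and read kinetically: 10 s baseline, 3 min after compound (agonist portion), then 2 min after EC20 capsaicin (allosteric enhancer portion). Calcium-bound dye fluorescence at 480/520 nm.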
NPC1 promoter act: activates the NPC1 promoter | Huh7 NPC1 promoter luciferase reporter, 24 h | Potency, µM (doses to about 9.22 µM), for inactives: top-dose activation, usual class: activators | 2.4% of 320,000 active | AID 485313;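 also: potency is read from the fitted curve at half-maximal effect; % of control where 0% means no effect; nearly all actives have a fitted effect of over 60% in size; reporter is driven by a mutant NPC1 promoter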
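Stably transfected Huh7 (NPC1 promoter→luciferase), 1500 cells/well in Opti-MEM + 10% FBS, 2 h settle, then compound 24 h at 37 °C. Luminescence after 10 min with Amplite reagent.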
RORgamma inh: blocks mouse ROR gamma transcriptional activity. P51450. Drosophila S2 Gal4-RORgamma UAS-luciferase reporter, 20 h. Potency, µM (highest dose often 53.6 µM), for the others: at the highest dose activity change, negative = inhibition, usual class: inhibitors. 5.4% of 310,000 active. AID 2551; also: potency is read from the fitted curve at half-maximal effect; % is scaled to controls: 0 for no effect and ±100 for the full control effect; nearly all actives have a fitted effect of over 60% in size
Target sequence (P51450 whole entry, looked up, the tested form may be a part): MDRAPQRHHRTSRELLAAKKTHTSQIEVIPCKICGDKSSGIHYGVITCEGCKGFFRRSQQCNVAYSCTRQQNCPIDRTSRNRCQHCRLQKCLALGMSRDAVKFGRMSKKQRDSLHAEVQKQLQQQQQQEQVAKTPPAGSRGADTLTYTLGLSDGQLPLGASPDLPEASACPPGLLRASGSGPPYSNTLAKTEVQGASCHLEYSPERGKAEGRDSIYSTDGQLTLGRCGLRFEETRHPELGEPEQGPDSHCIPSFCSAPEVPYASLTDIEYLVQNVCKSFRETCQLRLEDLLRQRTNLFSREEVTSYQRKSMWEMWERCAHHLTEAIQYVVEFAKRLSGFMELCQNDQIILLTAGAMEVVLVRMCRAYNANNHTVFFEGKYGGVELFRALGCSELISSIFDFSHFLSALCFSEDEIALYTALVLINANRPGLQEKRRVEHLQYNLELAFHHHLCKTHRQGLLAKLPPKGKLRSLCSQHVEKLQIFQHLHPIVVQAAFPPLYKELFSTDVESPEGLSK
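ROR gamma transcriptional activity was tracked as Gal4-UAS luciferase output in stably transfected Drosophila Schneider cells, with compound added 1 hr before 700 uM copper sulfate induction and a 20 hr ambient-temperature incubation.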
Rab9 promoter act: activates the Rab9 promoter; Huh7 Rab9 promoter-luciferase reporter, luminescence, 24 h; Potency, µM (doses to about 9.22 µM), for the others: top-dose activation, negative = inhibition, hits mostly activators; 2.8% of 320,000 active; also: potency is read from the fitted curve at half-maximal effect; % of control where 0% means no effect; nearly all actives have a fitted effect of over 60% in size
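Huh7 cells stably carrying Rab9 promoter–luciferase reporter, plated 1500 cells/well, compound added after 2 h and incubated 24 h at 37 °C; luciferase luminescence then read after 10 min with detection reagent.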
FLuc counter: counter-screen for miR-21 project: firefly luciferase inhibitors or activators; P08659; purified FLuc, Km substrates, luminescence inhibition; Potency, µM (top dose mostly 57.5 µM), for inactives: at the highest dose activity change, negative = inhibition, hits mostly inhibitors; 6.9% of 360,000 active; AID 588342;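 also: potency is read from the fitted curve at half-maximal effect; plate controls were vehicle for no effect and reference inhibitor for full effect; nearly all actives have a fitted effect of over 55% in size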
Target sequence (P08659 whole entry, looked up): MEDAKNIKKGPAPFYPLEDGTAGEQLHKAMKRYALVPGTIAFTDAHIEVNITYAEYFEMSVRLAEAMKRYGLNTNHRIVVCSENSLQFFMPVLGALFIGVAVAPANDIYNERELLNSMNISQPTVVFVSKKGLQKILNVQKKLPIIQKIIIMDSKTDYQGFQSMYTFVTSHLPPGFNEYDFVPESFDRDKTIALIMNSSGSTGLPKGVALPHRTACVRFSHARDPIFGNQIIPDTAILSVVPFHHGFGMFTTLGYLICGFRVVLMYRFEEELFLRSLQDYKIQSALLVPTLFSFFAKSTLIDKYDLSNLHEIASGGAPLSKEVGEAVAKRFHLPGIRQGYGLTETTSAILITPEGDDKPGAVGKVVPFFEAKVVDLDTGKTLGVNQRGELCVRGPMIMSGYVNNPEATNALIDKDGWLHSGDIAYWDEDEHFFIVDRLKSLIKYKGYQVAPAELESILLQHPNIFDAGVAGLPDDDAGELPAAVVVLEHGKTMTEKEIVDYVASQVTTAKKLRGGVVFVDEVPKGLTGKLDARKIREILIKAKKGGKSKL
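Purified P. pyralis luciferase, 10 nM final, with Km-level 10 uM D-luciferin and 10 uM ATP in 50 mM Tris acetate pH 7.5, 10 mM Mg acetate, 0.01% Tween-20, 0.05% BSA; 6-point qHTS titration about 60 µM downward; luminescence read.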
BRCA1 expr up: BRCA1 expression activation; Potency, µM (series often up to 46.1 µM), for the others: at the top dose activation, most hits filed as activators; MCF7-BRCA1-FFLuc reporter, luminescence, 48 h; response scale: scaled: vehicle 0%, 10 µM genistein 100%; 1.1% of 380,000 active; also: potency is read from the fitted curve at half-maximal effect; nearly all actives have a fitted effect of over 80% in size; some results filed as inactive show a strong effect at the top dose
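Luminescence from a BRCA1-driven firefly luciferase in MCF7 cells was read after 48 h compound exposure at 37 C. Data normalized against DMSO and a 10microM genistein activation control, then curve-fitted across the titration.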
Tb PFK inh: inhibitors of T. brucei phosphofructokinase | T. brucei PFK, ADP-Glo luminescence | Potency, µM (series often up to 57.5 µM), inactives show at the highest dose activity, negative = inhibition, most hits filed as inhibitors | 0.17% of 330,000 active | AID 485367;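 also: potency is read from the fitted curve at half-maximal effect; 0% = uninhibited 1x PFK enzyme wells and -100% = no-enzyme wells; nearly all actives have a fitted effect of over 60% in size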
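1.25 nM PFK with 0.5 mM F6P and 0.1 mM ATP in 0.1 M TEA pH 8.0, 5 mM MgCl2, incubated 45 min at room temperature; ADP measured by ADP-Glo luminescence; compounds titrated up to 57 uM.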
ELG1 genotox: induces genotoxicity in HEK293T cells with luciferase-tagged ELG1. 1.3% of 330,000 active. Potency, µM (series often up to 46 µM), inactives show at the highest dose activity change, positive = activation, hits mostly activators. HEK293T ELG1-luciferase reporter, luminescence, 16 h; also: potency is read from the fitted curve at half-maximal effect; % of control where 0% means no effect; nearly all actives have a fitted effect of over 60% in size
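HEK293T cells expressing luciferase-tagged ELG1 were treated with compound or DMSO for 16 hr at 37°C. Luciferase activity was then read after 30 min with ONE-Glo at room temperature; rising signal flags genetic stress.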
ELG1 repair inh: ELG1-dependent DNA repair inhibition; HEK293T ELG1-luciferase reporter, luminescence, 16 h; DNA damage induced by 5-fluorouridine; Potency, µM (doses to about 46.1 µM), for the others: at the top dose activity change, negative = inhibition, usual class: inhibitors; 2.3% of 330,000 active; also: potency is read from the fitted curve at half-maximal effect; % is scaled to controls: 0 for no effect and ±100 for the full control effect; nearly all actives have a fitted effect of over 55% in size
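Luminescence from the luciferase reporter, measured 30 min after ONE-Glo reagent at room temperature, was the read-out. Beforehand, 2,000 cells per well were exposed for 16 hr at 37 °C to 5-fluorouridine together with compound or vehicle.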
p53 reactivation: re-activators of mutant p53; 0.063% of 320,000 active; Potency, µM (highest dose often 92.2 µM), for the others: top-dose activity change, positive = activation, usual class: activators; H1299 p53-A138V BP100-luciferase reporter, luminescence, 24 h; also: potency is read from the fitted curve at half-maximal effect; % of control where 0% means no effect; nearly all actives have a fitted effect of over 45% in size
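H1299 (p53-null), stable ts p53-A138V + BP100-Luc; 1000 cells/well, Opti-MEM/10% FBS; cpd 4 pt, 1:5; 24 h, 37 deg C, 5% CO2; detection reagent 10 min RT; luminescence.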
* marks the source's active call; other numbers are inactive results; ? = inconclusive; . = not tested or not shown; & = joins results of further samples; [ ] = dose if it differs, or a comment. Unless noted, calls follow the shape of the dose curve; as a rule, active = well fitted curve in the direction sought with a large enough effect; inconclusive = small, poorly fitted or top-dose-only effect, or another doubt; inactive = no such curve, though single readings can be large; an effect the other way counts as inactive or inconclusive.

SMILES	Gal4-VP16 FLuc	TRPV1 agonist	NPC1 promoter act	RORgamma inh	Rab9 promoter act	FLuc counter	BRCA1 expr up	Tb PFK inh	ELG1 genotox	ELG1 repair inh	p53 reactivation
CC(=O)c1ccc(OCCOc2ccc([N+](=O)[O-])cc2)cc1	14%	2	9%	2%	0%	0%	53%	0%	-5%	?	-29%
O=C(CSc1nc2cc(Cl)c(Cl)cc2[nH]1)c1ccc2c(c1)OCO2	-5%	-11	1%	-3%	1%	0%	-6%	1%	0%	?	3%
Cc1nc(C(F)(F)F)ccc1C(=O)NN1CCOCC1	1%	-7	2%	2%	-3%	-2%	1%	17%	-2%	6%	-3%
O=C(O)COc1ccc(Oc2ccccc2)cc1	13µM*	-2	-9%	?	-1%	?	3%	-2%	-1%	11%	7%
O=C(NCCCCNC(=O)c1ccc(F)cc1)c1ccc(F)cc1	1%	0	-3%	18%	3%	1%	-17%	0%	3%	0%	-2%
O=C(NC1CC1)c1cc(-c2ccc(Br)cc2)nc2ccccc12	.	11	-4%	.	-5%	?	-22%	-8%	0%	?	1%
CCc1ccccc1OCC(=O)Nc1cccc(S(=O)(=O)N2CCCC2)c1	.	20	2%	.	2%	-13%	-15%	3%	-7%	-28%	-3%
COc1ccc(-c2nnc3sc(-c4ccccc4OC)nn23)cc1	1%	2	8%	-6%[10 µM]	-6%	-3%	0%	-2%	3%	1%	-2%
CCc1ccc(C2CC(c3ccccc3)Nc3nc(N)nn32)cc1 (stereo not given)	-12%	-5	-2%	-15%	2%	0%	22%	3%	0%	-8%	1%
COc1ccc(C2=NS(=O)(=O)N(C)C(C(=O)Nc3ccc4c(c3)OCO4)=C2)cc1	-23%	13	-4%	?	0%	?	-30%	2%	5%	27%	.

Some of these compounds in order of the p53 reactivation value, ascending.
Structure	TRPV1 agonist	NPC1 promoter act	RORgamma inh	Rab9 promoter act	Tb PFK inh	p53 reactivation
CC(=O)c1ccc(OCCOc2ccc([N+](=O)[O-])cc2)cc1	2	9%	2%	0%	0%	-29%
COc1ccc(-c2nnc3sc(-c4ccccc4OC)nn23)cc1	2	8%	-6%[10 µM]	-6%	-2%	-2%
CCc1ccc(C2CC(c3ccccc3)Nc3nc(N)nn32)cc1 (stereo not given)	-5	-2%	-15%	2%	3%	1%
O=C(O)COc1ccc(Oc2ccccc2)cc1	-2	-9%	?	-1%	-2%	7%

Back to the main list, starting 2 compounds before the break.
SMILES	Gal4-VP16 FLuc	TRPV1 agonist	NPC1 promoter act	RORgamma inh	Rab9 promoter act	FLuc counter	BRCA1 expr up	Tb PFK inh	ELG1 genotox	ELG1 repair inh	p53 reactivation
CCc1ccc(C2CC(c3ccccc3)Nc3nc(N)nn32)cc1 (stereo not given)	-12%	-5	-2%	-15%	2%	0%	22%	3%	0%	-8%	1%
COc1ccc(C2=NS(=O)(=O)N(C)C(C(=O)Nc3ccc4c(c3)OCO4)=C2)cc1	-23%	13	-4%	?	0%	?	-30%	2%	5%	27%	.
CCCNC(=O)c1cnc(Sc2ncc(C(F)(F)F)cc2Cl)n1C	-6%	?	-5%	-1%	0%	-1%	-4%	5%	-19%	0%	-1%
Fc1cccc(/C=N/Nc2ncnc3nc[nH]c23)c1	6%	4	?	?	3.5µM*	19µM*	2%	-12%	-2%	?	?
NC(=O)c1ccc(C(F)(F)F)n(Cc2c(Cl)cccc2Cl)c1=O	-12%	?	1%	?	3%	-2%	-38%	2%	0%	15%	-11%
NS(=O)(=O)c1cnccc1Nc1ccc(Cl)c(Cl)c1	-4%	?	-6%	10%	-5%	4%	-9%	-11%	-1%	-18%	-16%
O=C1CCCC2=C1C(c1cccc(O)c1)c1c(ccc3ncccc13)N2 (stereo not given)	-3%	-5	0%	?	-4%	4%	-71%	-2%	?	?	-6%
Cn1nc(-c2ccccc2)c(N2CCCCC2)cc1=O	9%	?	-4%	-30%	-9%	5%	-35%	1%	?	?	-2%
CCN(CC)S(=O)(=O)c1cccc(NC(=O)COc2ccc(Cl)cc2Br)c1	-10%	0	0%	31%	-3%	21µM*	-29%	8%	-1%	?	7%
O=C(COc1ccc2c(-c3ccccc3)cc(=O)oc2c1)NCCN1CCOCC1	-4%	-1	-3%	0%	0%	?	1%	-1%	0%[9.26 µM]	-4%	-6%
COc1cc(OC)c(OC)cc1CN1CCCC(C(=O)c2ccc3c(c2)OCO3)C1 (stereo not given)	-16%	-1	-3%	1%	1%	1%	-1%	-1%	0%	1%	?
COc1ccc(C(CC(=O)N2CCCC2)c2c(OC)cc(OC)c3c(-c4ccccc4)cc(=O)oc23)cc1 (stereo not given)	-1%&-17%	8	-4%	24%&11%	-8%	-5%	-36%	-11%	-2%	0%	9%

Quoted from the listing.
Result of `NS(=O)(=O)c1cnccc1Nc1ccc(Cl)c(Cl)c1` under Gal4-VP16 FLuc: -4%
Result of `Cn1nc(-c2ccccc2)c(N2CCCCC2)cc1=O` under Rab9 promoter act: -9%
Result of `Fc1cccc(/C=N/Nc2ncnc3nc[nH]c23)c1` under BRCA1 expr up: 2%
Result of `NC(=O)c1ccc(C(F)(F)F)n(Cc2c(Cl)cccc2Cl)c1=O` under Tb PFK inh: 2%

New compounds follow.
SMILES	Gal4-VP16 FLuc	TRPV1 agonist	NPC1 promoter act	RORgamma inh	Rab9 promoter act	FLuc counter	BRCA1 expr up	Tb PFK inh	ELG1 genotox	ELG1 repair inh	p53 reactivation
O=C(Oc1ccccc1F)c1ccc2c(=O)n3c(nc2c1)CCC3	.	-2	-1%	.	2%	15µM*	-11%	1%	1%	21%	8%
O=S(=O)(Nc1ccncc1)c1cc(Cl)ccc1Cl	-4%	3	-1%	-6%	-3%	-1%	-5%	-3%	1%	13%	-4%
CCOC(=O)N1CCC(NC(=O)c2ccc3nc(N4CCOCC4)sc3c2)CC1	-9%	5	3%	2%	-1%	-1%	3%	3%	-1%	?	6%
O=C(CCN1CCN(c2ccccc2)CC1)NNC(=O)Cc1c(F)cccc1Cl	.	-1	-3%	.	-5%	1%	6%	4%	1%	-8%	3%
COc1cc(OC)cc(C(=O)Nc2ccc3nc4n(c(=O)c3c2)CCCCC4)c1	-11%	-4	3.2µM*	17%	3.5µM*	12µM*	4.5µM*	1%	?	?	20%
Cn1c(N2CCCC2)nc2c1c(=O)n(Cc1ccc(Cl)cc1)c(=O)n2C	-3%	?	-6%	-38%	1%	-1%	-32%	0%	-5%	21µM*	6%
CCN(CC)CCN(C(=O)c1ccc2c(c1)CCCC2)c1nc2ccc(C)cc2s1	-25%	11	0%	-24%	3%	-1%	-9%	1%	-1%	22%	-6%
COC(=O)c1ccc(SC2CCCCC2)c([N+](=O)[O-])c1	-6%	4	2%	-7%	2%	-15%	-1%	0%	0%	0%	9%
CC1CCC(NC(=O)C2CC(O)CN2S(=O)(=O)c2ccc([N+](=O)[O-])cc2)CC1 (stereo not given)	.	.	.	.	.	.	-8%	-3%	0%	22%	-5%
CNc1ncc(-c2nnnn2-c2ccccc2)c(-c2ccccc2)n1	-5%	-1	-1%	-3%	0%	-1%	-24%	4%	2%	-7%	-6%
Clc1ccc(Cn2ccc3ccccc32)cn1	-8%	-3	2%	17%	-3%[1.84 µM]	-1%	-2%&-28%	?	6%	-4%	1%
CC(NC(=O)c1cccs1)C(c1cccs1)N1CCN(Cc2ccccc2)CC1 (stereo not given)	-6%	17	-4%	5%	0%	4%	-14%	9%	-9%	?	1%
C=CCN(CCNP(=O)(OCC)OCC)CP(=O)(OCC)OCC	-5%	0	2%	1%	1%	-2%	-11%	0%	0%	-1%	3%
N#CCn1cnc2c(oc3ccccc32)c1=O	-6%	0	-5%	27%	-4%	-11%	14%	-3%	8%	?	18%
CCCCn1nnc(NC(=O)COc2cc(C)ccc2C(C)C)n1	-16%	15	-4%	?	-7%	5%	9%	-1%	-4%	-6%	2%
Cc1ccc(CN2C3=NC(=O)CN3c3ccccc32)cc1	0%	-1	.	-5%	.	-1%	10%	.	.	.	.
CCN(CC)C(=O)CN(c1ccc(Cl)cc1)S(=O)(=O)c1ccccc1	3%	21	-2%	-12%	-10%	1%	15%	0%	-1%	10%	-2%
CCCCn1c(SCc2cccnc2)nc2c1c(=O)n(C)c(=O)n2C	-9%	1	-3%	?	-6%	0%	-1%	-3%	1%	1%	-3%
Cc1ccc(CSc2nc3ncccc3[nH]2)cc1	?	23	0.56µM*	?	0.79µM*	2.4µM*	?	9%	24%	?	-1%
O=C(COC(=O)CCc1ccc(S(=O)(=O)N2CCCCC2)cc1)Nc1cccc2ccccc12	6%	0	-5%	11%	-2%	4%	-14%	-1%	1%	-3%	-4%
COCCNc1oc(-c2ccco2)nc1S(=O)(=O)c1ccccc1	-1%	-1	1%	3%	-3%	3%	-4%	-5%	4%	-2%	-6%
